High-throughput results as filed in PubChem BioAssay.
A3A deaminase – blocks human APOBEC3A ssDNA deamination | P31941 | recombinant A3A, FAM/TAMRA ssDNA deamination fluorescence | inhibition, % at 20 µM | hit rate 0.41% among 330,000;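 active = at least 40% inhibition at 20 µM here, with at most 30% in a related deaminase screen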;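 also: plate controls were A3A with DMSO for no effect and wells lacking A3A enzyme for full effect; some results filed as inactive read as strong as hits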
Target sequence (P31941 whole entry, looked up): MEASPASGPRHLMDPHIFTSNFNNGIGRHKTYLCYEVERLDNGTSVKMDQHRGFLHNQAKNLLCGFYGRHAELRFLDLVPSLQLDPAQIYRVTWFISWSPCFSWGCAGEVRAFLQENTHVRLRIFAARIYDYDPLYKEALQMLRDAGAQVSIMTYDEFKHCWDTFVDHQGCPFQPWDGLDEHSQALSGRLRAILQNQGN
mIAP inh – blocks mouse intestinal alkaline phosphatase; inhibition, % at 10 µM; hit rate 0.2% among 330,000; purified mouse IAP, CDP-Star luminescence, 30 min;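 active = inhibition of at least 40% at 10 µM in the primary screen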;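 also: plate controls were DMSO with enzyme for no effect and no enzyme wells for full effect; values of inactives mirror those of a sister screen read the other way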
mIAP activ – increases mouse intestinal alkaline phosphatase activity | muIAP, CDP-Star luminescence, 30 min; hits give high values; 1 = vehicle-only enzyme signal, 0 = enzyme-free wells | activation factor at 10 µM | hit rate 0.24% among 330,000 | AID 2805;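 active = activation factor of at least 2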; also: the source names both 10 and 20 µM as test concentration; values of inactives mirror those of a sister screen read the other way
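Assay system: mouse IAP enzyme; Reagent: CDP-Star chemiluminescent phosphatase substrate; Compound: DMSO-dissolved test compounds; Incubation: 30 min, room temperature; Technique: luminescence from enzymatic CDP-Star hydrolysis; Controls: DMSO-only wells and no-enzyme negative control.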
hIAP inh – blocks human intestinal alkaline phosphatase. P09923. purified IAP, CDP-Star luminescence, 30 min. inhibition, % at 10 µM. hit rate 0.12% among 330,000;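 active = inhibition reaching a set limit with compound at 10 µM in the primary screen, cut at about 35% in these data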;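 also: plate controls were DMSO wells with enzyme for no effect and no-enzyme buffer wells for full effect; values of inactives mirror those of a sister screen read the other way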
Target sequence (P09923 whole entry, looked up): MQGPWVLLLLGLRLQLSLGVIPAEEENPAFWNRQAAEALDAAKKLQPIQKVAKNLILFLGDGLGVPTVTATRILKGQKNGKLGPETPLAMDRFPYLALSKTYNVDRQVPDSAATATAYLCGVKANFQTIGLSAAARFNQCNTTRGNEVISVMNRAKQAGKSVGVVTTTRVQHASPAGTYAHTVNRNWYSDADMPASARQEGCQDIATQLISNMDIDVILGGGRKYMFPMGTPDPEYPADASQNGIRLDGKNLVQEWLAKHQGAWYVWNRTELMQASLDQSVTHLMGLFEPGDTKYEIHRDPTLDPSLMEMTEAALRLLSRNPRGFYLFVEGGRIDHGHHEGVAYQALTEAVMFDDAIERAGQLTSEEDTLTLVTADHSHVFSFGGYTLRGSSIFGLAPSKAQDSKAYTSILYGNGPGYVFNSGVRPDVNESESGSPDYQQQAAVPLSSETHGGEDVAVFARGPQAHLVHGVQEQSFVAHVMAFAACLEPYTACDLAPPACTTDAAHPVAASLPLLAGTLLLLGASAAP
A3G deaminase – blocks human APOBEC3G single-stranded DNA deamination; Q9HC16; recombinant A3G, ssDNA deamination FAM/TAMRA fluorescence; inhibition, % at 20 µM; hit rate 0.28% among 330,000;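 active = inhibition of at least 40% at 20 µM, with no more than 30% in the related APOBEC3A deaminase screen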;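 also: plate controls were DMSO wells with A3G for no effect and wells lacking A3G enzyme for full effect; some compounds called inactive have numbers as strong as hits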
MIN6 prolif – MIN6 beta-cell proliferation induction; hit rate 0.29% among 330,000; AID 2380; MIN6 cells proliferation, ATPlite luminescence, 48 h; cells starved in 0.2% serum; 100% = growth in 10% serum; proliferation, % at 10 µM;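 active = compounds whose signal lies at least 3.5 SD above the mean of all wells on their plate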;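 also: 0% = DMSO-treated cells in low-serum medium and 100% = 10% serum control; some compounds called inactive have numbers as strong as hits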
hIAP act – increases human intestinal alkaline phosphatase activity; purified human IAP, CDP-Star luminescence, 30 min; hits give high values; 1 = vehicle-only enzyme, 0 = enzyme-free background; AID 2524; P09923; hit rate 0.16% among 330,000; activation factor at 10 µM;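 active = activation factor of the enzyme at least 2-fold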; also: the source names both 10 and 20 µM as test concentration; values of inactives mirror those of a sister screen read the other way
GRIN3A LBD mod – NR3A (human) ligand-binding domain modulation; NR3A LBD differential scanning fluorimetry, Tm shift; 0% = protein alone, 100% = glycine-bound protein; Tm shift relative to glycine control, % at 25 µM; hit rate 2.5% among 340,000; AID 1259313;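 active = melting temperature shift of at least 10% of the positive control shift, at one fixed dose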
MPTP inh – permeability transition pore inhibition; isolated mouse mitochondria, Ca2+ swelling absorbance, 30 min; inhibition, % at 10 µM; hit rate 1.4% among 360,000; AID 602449;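 active = inhibition of 50% or more, scaled per plate between neutral and stimulator controls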;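 also: 0% = DMSO wells given calcium and 100% = 1 mM EGTA wells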
Active calls of the source: *.

item	mol	A3A deaminase	mIAP inh	mIAP activ	hIAP inh	A3G deaminase
1	CCOC(=O)N1C=CC=C[C@@H]2[C@@H](N3C(=O)c4ccccc4C3=O)C(=O)N21	-1	-1	1	-6	-4
2	Cc1ccc(/C=N/NC(=S)NC2CCCCC2)o1	2	23	0.77	-7	-2
3	N#Cc1cc(-c2ccccc2)nnc1Sc1ccc(Cl)cc1	-3	-3	1	-3	-5
4	Cc1ccc(OCc2ccc(C(=O)Nc3nc4ccccc4n3C)o2)c([N+](=O)[O-])c1	-2	4	0.96	-14	0
5	O=C(CN1C(=O)/C(=C\c2cccc(Br)c2)Oc2ccccc21)NCCCN1CCOCC1	-3	9	0.91	-19	-4
6	O=C(O)c1cc2nc(-c3ccccc3)cc(C(F)(F)F)n2n1	4	2	0.98	1	-2
7	CC1(C)OC2OC(COC(=O)c3ccc([N+](=O)[O-])cc3)C3OC(C)(C)OC3C2O1 (stereo not given)	-2	10	0.9	5	-6
8	CCCCC(=O)Nc1nnc(SCC(=O)NC2CC2)s1	-3	11	0.89	0	-8
9	O=C(NCCCn1ccnc1)C(=O)NCC1OCCN1S(=O)(=O)c1ccc(Br)cc1 (stereo not given)	-3	0	0.99	-31	-8
10	COc1cccc(C(=O)N2CCN(CCCc3ccccc3)CC2)c1OC	-5	9	0.91	6	-3

item	MIN6 prolif	hIAP act	GRIN3A LBD mod	MPTP inh
1	1	1.1	2	0.6
2	-3	1.1	2	1.7
3	-2	1	-4	4.6
4	-2	1.1	-12	3.3
5	-4	1.2	-4	-1.1
6	-4	0.99	0	0.4
7	0	0.95	5	1.3
8	-2	1	-4	0.4
9	-3	1.3	-12	-0.3
10	-3	0.94	1	0.6

item	mol	A3A deaminase	mIAP inh	mIAP activ	hIAP inh	A3G deaminase
11	N#C/C(=C(/O)c1ccc(F)cc1)c1nc2ccccc2s1	-1	11	0.89	4	1
12	CC(C)(C)C(=O)c1sc2nc(-c3cccs3)cc(C(F)(F)F)c2c1N	-10	4	0.95	2	-15
13	CCC(NC(=S)NCc1ccc(F)cc1)c1ccccc1 (stereo not given)	-3	-70	1.7	-12	-5
14	CC1CCCN(C(=O)C(C)Nc2cc(Cl)ccc2N2CCOCC2)C1 (stereo not given)	39	5	0.95	-4	58
15	CCOc1ccc2c(c1)c(N=NC(=N)N)c(O)n2C	-1	-3	1	-5	-5
16	CC(=O)OCCSc1c(-c2ccccc2)c2cc(Cl)ccc2[nH]c1=O	0	8	0.92	1	-3
17	CC(C(=O)NCc1ccco1)n1ccc2cc(S(=O)(=O)N3CCCCC3)ccc21 (stereo not given)	0	-13	1.1	-16	1
18	N#Cc1c(-n2ccnc2)cccc1-n1ccnc1	-3	10	0.9	-2	-9
19	Cn1cccc1/C=C(/C#N)c1ccc(F)cc1	0	-6	1.1	10	0
20	Cc1cc(=O)[nH]c(/N=C(\N)Nc2cccc3ccccc23)n1	1	-16	1.2	13	2

item	MIN6 prolif	hIAP act	GRIN3A LBD mod	MPTP inh
11	-6	0.96	2	78*
12	-4	0.97	-1	3.4
13	-2	1.1	-5	4.1
14	-2	1	-1	-0.1
15	0	1	1	-0.5
16	0	0.99	-4	0.1
17	-2	1.2	-1	0.1
18	4	1	0	-0.2
19	-4	0.9	0	1.1
20	-1	0.87	3	0.0

Overlap with the part before: three entries; new compounds follow.
item	mol	A3A deaminase	mIAP inh	mIAP activ	hIAP inh	A3G deaminase
18	N#Cc1c(-n2ccnc2)cccc1-n1ccnc1	-3	10	0.9	-2	-9
19	Cn1cccc1/C=C(/C#N)c1ccc(F)cc1	0	-6	1.1	10	0
20	Cc1cc(=O)[nH]c(/N=C(\N)Nc2cccc3ccccc23)n1	1	-16	1.2	13	2
21	O=C(c1cc2cc(Cl)ccc2oc1=O)N1CCOCC1	0	4	0.96	-6	-2
22	CCOc1ccc2nc(NC(=O)C3CCN(c4cnccn4)CC3)sc2c1	-4	7	0.93	-13	-8
23	Cc1ccc(-c2cc(N)nc(-c3ccccc3)c2)cc1	-3	-2	1	-6	-1
24	CCn1ccc(C(=O)Nc2cccc(Cl)c2)n1	0	-8	1.1	4	-4
25	CCOc1ccc(N2C(=O)CC(SCc3nc4ccccc4[nH]3)C2=O)cc1 (stereo not given)	2	14	0.86	-1	-1
26	Cc1cc(C)c2c(N)c(C(=O)NCC3CCCCC3)sc2n1	-1	6	0.94	13	5
27	COc1ccc(CCNS(=O)(=O)c2ccc(-c3ccc(=O)[nH]n3)o2)cc1OC	2	-4	1	-2	-1
28	O=C(NCCCn1ccnc1)C1c2ccccc2Oc2ccccc21	-4	4	0.96	12	-7
29	CCN(C(=O)COC(=O)COc1ccc2c(c1)CCC2)c1c(N)n(Cc2ccccc2)c(=O)[nH]c1=O	-7	-6	1.1	-21	-7
30	COC(=O)c1sc(S(=O)(=O)NCc2ccccc2)c(C(=O)OC)c1C	1	5	0.95	3	-2

item	MIN6 prolif	hIAP act	GRIN3A LBD mod	MPTP inh
18	4	1	0	-0.2
19	-4	0.9	0	1.1
20	-1	0.87	3	0.0
21	0	1.1	0	-1.9
22	-3	1.1	-7	2.8
23	0	1.1	-8	1.5
24	-1	0.96	2	0.9
25	-1	1	0	-1.9
26	-1	0.87	7	-1.0
27	7	1	0	-1.2
28	1	0.88	1	0.0
29	-2	1.2	0	-0.2
30	-1	0.97	-1	-0.5

item	mol	A3A deaminase	mIAP inh	mIAP activ	hIAP inh	A3G deaminase
31	N/C(=N\N=C\c1ccco1)SC1CC(=O)N(c2ccccc2)C1=O (stereo not given)	-3	1	0.99	13	-9
32	O=C1NCCCCC1NS(=O)(=O)c1ccccc1 (stereo not given)	1	-10	1.1	-4	11
33	O=C(N/N=C\C=C\c1ccco1)c1cncc(Br)c1	6	35	0.65	5	-2
34	CCc1ccccc1NC(=O)CNC(=O)CCNC(=O)Nc1ccccc1	-4	-3	1	-3	-6
35	CC(C)CNC(=O)C1CCN(S(=O)(=O)c2ccc3c(c2)OCCO3)CC1	-2	-1	1	8	-7
36	CCN(CC)S(=O)(=O)c1ccc(C(=O)/C=C/c2ccc(-c3ccc([N+](=O)[O-])cc3)o2)cc1	11	19	0.81	22	-2
37	Cc1ccc(C(=O)NCCc2nnc3ccc(SCC(=O)N4CCCC4)nn23)cc1	1	9	0.91	-8	-2
38	O=C(COC(=O)CCc1ccccc1)NC12CC3CC(CC(C3)C1)C2	5	-6	1.1	2	6
39	CCCn1c(N2CCC(Cc3ccccc3)CC2)nc2c1c(=O)[nH]c(=O)n2C	-7	-2	1	-27	-5
40	CCOc1ccccc1NC(=O)CCc1ccc(C)o1	2	1	0.99	6	14

item	MIN6 prolif	hIAP act	GRIN3A LBD mod	MPTP inh
31	2	0.87	2	-1.1
32	-1	1	2	0.2
33	-2	0.95	0	0.0
34	-4	1	-1	0.9
35	-1	0.92	-2	-0.2
36	-5	0.78	-1	6.1
37	-1	1.1	0	0.7
38	0	0.98	0	-0.8
39	-3	1.3	-6	0.2
40	0	0.94	0	3.4

item	mol	A3A deaminase	mIAP inh	mIAP activ	hIAP inh	A3G deaminase
41	CCN(CC)Cc1csc(C(N)=O)c1	-4	5	0.95	-19	-5
42	Cc1ccc(Cn2c(SCCN3CCCCC3)nc3c2c(=O)n(C)c(=O)n3C)cc1	3	9	0.91	-11	1
43	O=C(COC(=O)C12CC3CC(CC(Br)(C3)C1)C2)N1CCOCC1	-1	4	0.96	-9	-5
44	O=C(COc1ccccc1)N1CCN=C1SCc1ccccc1	-1	7	0.93	3	-2
45	CC1Cc2ccccc2N1CC(=O)Nc1ccc2c(c1)OC(F)(F)O2 (stereo not given)	-2	-6	1.1	12	-5
46	CCOc1ccc(-n2cc(-c3ccccc3)c3c(SC(C)C(=O)OC)ncnc32)cc1 (stereo not given)	2	18	0.82	7	-2
47	Cc1ccc(C)c(C(=O)Nc2ccncc2)c1	-2	7	0.93	-25	-5
48	COc1ccc(CCNS(=O)(=O)c2cccc3cccnc23)cc1OC	-7	-10	1.1	3	-3
49	O=C(CCS(=O)(=O)Cc1ccccc1)N1CCN(c2ccccc2)CC1	5	-4	1	9	1
50	CC(Sc1ccsc1[N+](=O)[O-])C(=O)N1CCN(c2ccccn2)CC1 (stereo not given)	1	4	0.96	-4	1

item	MIN6 prolif	hIAP act	GRIN3A LBD mod	MPTP inh
41	-4	1.2	0	0.1
42	-1	1.1	3	-0.2
43	-2	1.1	0	0.0
44	2	0.97	2	0.0
45	-4	0.88	-9	49
46	-2	0.93	1	1.4
47	0	1.2	2	0.3
48	-2	0.97	2	-0.2
49	-2	0.91	2	-0.1
50	-1	1	-1	0.9

item	mol	A3A deaminase	mIAP inh	mIAP activ	hIAP inh	A3G deaminase
51	COc1cccc(/C=C2\SC(=O)N(CCC(=O)N3CCC(C(=O)O)CC3)C2=O)c1	-3	6	0.94	-5	-7
52	CCOC(=O)c1c(C2COc3ccccc3O2)csc1NC(=O)c1ccco1 (stereo not given)	-5	18	0.82	-6	38
53	O=C(Nc1ccc(Cl)cc1)C1CC(=O)n2c(nc3ccccc32)N1 (stereo not given)	1	-169	2.7*	-104	-2
54	COc1ccc(C2=NN(S(=O)(=O)c3ccccc3)C(c3ccccc3)C2)cc1 (stereo not given)	7	14	0.86	-3	7
55	COc1ccc(C(CCNCc2ccc(OC(C)C)cc2)C(C)C)cc1 (stereo not given)	7	0	1	-6	-1
56	COc1ccc(/C(C)=N/NC(=O)c2ccc3nc[nH]c3c2)cc1	-3	18	0.82	-66	-3
57	O=C(CSc1nnc(-c2ccncc2)n1Cc1ccco1)Nc1nc(-c2ccccc2)cs1	-5	0	1	-6	-8
58	O=C(CSc1nnnn1-c1ccccc1)N1CCCc2ccccc21	-8	-1	1	4	-5
59	CCCCc1nnc(NC(=O)CSCc2cc(=O)n3cc(C)sc3n2)s1	-3	-1	1	-7	-5
60	COC(=O)Nc1ccc(S(=O)(=O)N2c3ccccc3CCC2C)cc1 (stereo not given)	-4	-13	1.1	-19	-2
61	O=C(OCC(=O)N1CCCCC1)c1cc(NS(=O)(=O)c2ccc(Cl)c([N+](=O)[O-])c2)ccc1O	-4	-9	1.1	0	-10
62	CCN1CCN(CCCOc2ccc(Cl)cc2Br)CC1	0	-4	1	-7	-8
63	CC(C)c1nnc(NC(=O)C2c3ccccc3Oc3ccccc32)s1	3	-1	1	4	-2

item	MIN6 prolif	hIAP act	GRIN3A LBD mod	MPTP inh
51	0	1	1	-0.4
52	-6	1.1	3	3.8
53	-3	2*	1	-2.4
54	-5	1	0	1.9
55	-4	1.1	5	40
56	0	1.7	-1	-1.6
57	1	1.1	3	-0.4
58	0	0.96	3	-2.7
59	0	1.1	0	0.6
60	-3	1.2	-14	1.6
61	-7	1	-4	3.0
62	-2	1.1	-1	-0.3
63	-2	0.96	-7	-12

Records listed so far marked active in mIAP activ:
# | structure | A3A deaminase | mIAP inh | mIAP activ | hIAP inh | A3G deaminase | hIAP act | GRIN3A LBD mod | MPTP inh
53 | O=C(Nc1ccc(Cl)cc1)C1CC(=O)n2c(nc3ccccc32)N1 (stereo not given) | 1 | -169 | 2.7* | -104 | -2 | 2* | 1 | -2.4
